PV pol inh = inhibitors of poliovirus RNA polymerase binding and polymerization; P03300; poliovirus polymerase elongation, fluorescence polarization; stronger effect = lower value; % elongation, % (compound at 16.7 µg/mL); 150,000 tested, 0.66% active; in the data active = % elongation below about 90%; note: some results filed as inactive read as strong as hits
Target sequence (P03300 1749-2209 limits assumed): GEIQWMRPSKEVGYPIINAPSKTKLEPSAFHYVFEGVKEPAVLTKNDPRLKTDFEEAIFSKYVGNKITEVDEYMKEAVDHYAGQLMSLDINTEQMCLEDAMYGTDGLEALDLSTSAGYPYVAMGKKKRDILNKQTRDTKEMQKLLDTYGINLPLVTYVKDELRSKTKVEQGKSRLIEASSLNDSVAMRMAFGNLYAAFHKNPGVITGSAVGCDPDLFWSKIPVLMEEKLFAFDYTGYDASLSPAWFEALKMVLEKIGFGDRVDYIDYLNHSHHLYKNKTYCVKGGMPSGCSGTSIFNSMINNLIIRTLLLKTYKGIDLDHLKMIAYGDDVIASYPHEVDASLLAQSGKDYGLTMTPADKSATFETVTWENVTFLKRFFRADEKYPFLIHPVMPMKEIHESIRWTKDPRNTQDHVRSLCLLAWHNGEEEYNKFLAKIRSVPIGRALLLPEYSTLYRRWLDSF
PV pol inh FP z-score = recorded beside PV pol inh, whose call it bears; z-score; measured here: FP z-score; hits read low
* hit, by the source's call. Not all compounds are listed; count on the stated rates, not on these rows.

SMILES	PV pol inh	PV pol inh FP z-score
Cc1ccc2c(c1)C(c1ccc(F)cc1)N(C(=O)COc1ccc(Cl)cc1Cl)CC(=O)N2 (stereo unspecified)	109	0.7
COC(=O)C1CCN(CC(O)COCc2ccc(OC)c(OC)c2)CC1 (stereo unspecified)	99	-0.8
C#CCN1CCS(=O)(=O)CC1	100	-0.3
CC1CCCC(NC(=O)CCn2cnc3onc(-c4ccc(F)cc4)c3c2=O)C1C (stereo unspecified)	102	0
CCc1ccc(-n2nnc(-c3nsc(NC(=O)c4ccccc4Cl)n3)c2C)cc1	109	1
COc1ccc(C)cc1NS(=O)(=O)c1c(C(=O)N2CCCCCC2)c(C)n(C)c1C	102	-1.1
O=C(CSc1c2c(nc3ccccc13)CCC2)Nc1cccc(Cl)c1	102	0.1
CCc1cc2c(cc3c(=O)n(CC(=O)NCCc4ccc(OC)c(OC)c4)ncn32)s1	103	-1
NC(=O)c1cc2n(n1)C(C(F)(F)F)CC(c1ccc(Cl)cc1)N2 (stereo unspecified)	101	0
O=C(O)c1ccc(-c2nc3ccccc3[nH]2)cc1	100	-0.2
CC(NC(=O)Nc1cc(Cl)ccc1Cl)c1c(-n2cccc2)sc2c1CCCC2 (stereo unspecified)	107	-0.1
O=C(NCC(c1cccnc1)N1CCc2ccccc2C1)C(=O)Nc1ccc(Cl)cc1 (stereo unspecified)	104	-1
CCCn1c(=O)/c(=C\c2ccco2)s/c1=C(/C#N)c1nc2ccccc2s1	44	-8.1
CC(C)N(C)C1CCN(S(=O)(=O)c2ccc3[nH]c(=O)ccc3c2)CC1	109	0.3
Cc1ccc(N2C(=O)CC(N3CCC(NS(=O)(=O)c4ccccc4)CC3)C2=O)cc1 (stereo unspecified)	101	-0.6

The final 7 records of the part before open the next one:
SMILES	PV pol inh	PV pol inh FP z-score
NC(=O)c1cc2n(n1)C(C(F)(F)F)CC(c1ccc(Cl)cc1)N2 (stereo unspecified)	101	0
O=C(O)c1ccc(-c2nc3ccccc3[nH]2)cc1	100	-0.2
CC(NC(=O)Nc1cc(Cl)ccc1Cl)c1c(-n2cccc2)sc2c1CCCC2 (stereo unspecified)	107	-0.1
O=C(NCC(c1cccnc1)N1CCc2ccccc2C1)C(=O)Nc1ccc(Cl)cc1 (stereo unspecified)	104	-1
CCCn1c(=O)/c(=C\c2ccco2)s/c1=C(/C#N)c1nc2ccccc2s1	44	-8.1
CC(C)N(C)C1CCN(S(=O)(=O)c2ccc3[nH]c(=O)ccc3c2)CC1	109	0.3
Cc1ccc(N2C(=O)CC(N3CCC(NS(=O)(=O)c4ccccc4)CC3)C2=O)cc1 (stereo unspecified)	101	-0.6
CCCC(=O)c1cc2c(cc1NC(=O)c1ccccc1F)OCCO2	104	0.1
CCOc1ccccc1N1CCN(CC(=O)C(C#N)c2nc(C)cs2)CC1 (stereo unspecified)	103	-0.1
O=C(OCC(=O)N1CCCC1=O)c1ccc2ccccc2n1	100	-0.1
O=C(CCC1CCCC1)OCc1nnc(-c2ccccc2Br)o1	109	1.3
Cc1ccc(C)c(-n2nnnc2SCC(=O)N2CCCCC2C(N)=O)c1 (stereo unspecified)	99	-0.6
CCOc1ccc(-c2csc(NC(=O)CC)n2)cc1	101	-0.4
CCOC(=O)c1s/c(=N/N=C(C)C)n(C)c1C	102	0.1
CCOc1cccc(C(=O)N2CCC(c3nc4ccccc4s3)CC2)c1	111	0.3
CC(C)Nc1cc(-c2ccccc2)nc2nncn12	100	-1.9
COC(=O)c1cc(NC2(c3ccccc3)C(=O)c3ccccc3C2=O)cc(C(=O)OC)c1	102	-0.1
Cc1ccc2c(n1)CC(C)(C)C/C2=N/O	100	-0.1
CNC(=O)/C(=C\C=C\c1ccccc1)NC(=O)c1ccccc1	104	0.4
Cc1nn(-c2ccccc2)cc1/C=C1/CN(C)C/C(=C/c2cn(-c3ccccc3)nc2C)C1=O	110	0.8
COc1ccc(OCC(O)CNS(=O)(=O)c2ccc(C)cc2)cc1 (stereo unspecified)	103	0.5
CCNc1c(NS(=O)(=O)c2ccc(F)cc2)c(=O)oc2ccccc12	97	-0.4
CCCN(CCC)C(=O)Cn1c(=O)n(-c2ccc(CC)cc2)c(=O)c2ccc(C(=O)NCCc3ccccc3)cc21	107	0.5
COc1cccc(CNC(=O)C2CCN(C(=O)c3cnn(-c4ccccc4)c3-n3cccc3)CC2)c1	102	-0.7
CC(C)NC(=O)c1ccc(Cn2c(SCC(N)=O)nc3ccccc3c2=O)cc1	105	-0.2
COc1cc(NC(=O)c2cc3ccccc3cc2OCC(=O)NC(C)(C)C)c(OC)cc1Cl	103	0
Cc1ccccc1-n1c2c(c(=O)[nH]c1=S)CN(Cc1ccco1)CN2	100	-0.7
Cc1c(C(=O)OCC(=O)Nc2ccc(C#N)cc2)oc2ccccc12	107	0.6
CCc1ccc(NC(=O)c2cnc3sc(N4CCCC4)nn3c2=O)cc1	110	0.4
Cc1cc(NC(=O)CN2CCC(O)CC2)nc2c1c(=O)oc1ccccc12	109	-0.8
CCOC(=O)COc1nc(-c2ccco2)cc(-c2ccco2)c1C#N	101	0
Cc1c(Sc2ccc(Cl)cc2)c(=O)[nH]c2cc3c(cc12)OCO3	103	0.9
COC12CCCC(C(=O)O)(CCC1)C2	100	-0.4
O=C(Nc1ccc(F)c(Cl)c1)c1cc(S(=O)(=O)N2CCCc3ccccc32)ccc1F	106	-0.4
Cc1ccccc1CNCc1ccco1	100	-0.3
O=C(/C=C/c1ccco1)/C=C/c1ccco1	80*	-3.9*
CN1C(=O)c2ccc(-c3nc4ccc(Cl)cc4c(=O)o3)cc2C1=O	100	-0.1
Fc1cccc(Cl)c1CN1CCN(CCCNc2ncnc3scc(-c4ccccc4)c23)CC1	105	-0.1
CC(C)(C)c1ccc(C(=O)Nc2cc(-c3nc4ccccc4o3)ccc2Cl)cc1	103	0
CCC(C)NC(=O)C1CCN(S(=O)(=O)c2ccc3c(c2)CCCC(=O)N3)CC1 (stereo unspecified)	102	0.8
Nc1c(-c2nc(-c3ccc4c(c3)OCO4)cs2)c2ccccn2c1C(=O)c1ccccc1	93	-2.5
COc1cc(Br)ccc1C1C(C(=O)Nc2ccc(C)cc2C)=C(C)Nc2nnnn21 (stereo unspecified)	102	-1.1
CCOC(=O)c1ccc(N2C(=O)c3n[nH]c(-c4cccs4)c3C2c2ccc(C(C)C)cc2)cc1 (stereo unspecified)	103	-1.1
N#CC(C#N)=C(N)Nc1cccc(Cl)c1	103	-0.2
O=C(CSc1oc(-c2ccccc2)nc1S(=O)(=O)c1ccc(Cl)cc1)NC1CCCCC1	99	-2
OC(c1ccc(Cl)cc1)C(O)c1nc2ccccc2[nH]1 (stereo unspecified)	100	-0.2
COc1ccc(N(C(=O)/C=C\C(=O)Nc2ccc(Cl)cc2)C(C(=O)NCc2ccco2)c2ccc(C)cc2)cc1 (stereo unspecified)	104	-0.8
Cc1cccc(OCCCCn2nnc3sc4c(c3c2=O)CCC(C)C4)c1 (stereo unspecified)	107	0.1
COc1cccc(CNC(=O)C2CCN(c3nnc(-n4c(C)ccc4C)s3)CC2)c1OC	111	1.3
c1ccc2sc(C3CCCN3Cn3nnc4ccccc43)nc2c1 (stereo unspecified)	104	0.4
COc1cccc(Cn2cc(NC(=O)Nc3ccc(F)cc3F)cn2)c1	103	0.8
COc1ccc(-n2nc(C(=O)N3CCN(c4cccc(C)c4C)CC3)c3c4ccccc4n(C)c3c2=O)cc1	114	1.8

Reprinted at random: 2 entries already listed
SMILES	PV pol inh	PV pol inh FP z-score
N#CC(C#N)=C(N)Nc1cccc(Cl)c1	103	-0.2
Nc1c(-c2nc(-c3ccc4c(c3)OCO4)cs2)c2ccccn2c1C(=O)c1ccccc1	93	-2.5

Later entries
SMILES	PV pol inh	PV pol inh FP z-score
Cc1c(C(=O)N=c2sc3ccccc3n2C)sc2nc3n(c(=O)c12)CCC3	101	-0.1
O=C(CN1CCC(NC(=O)NC2CCCCC2)CC1)Nc1cccc(I)c1	99	-0.8
O=S(=O)(NCc1ccncc1)c1ccccc1	105	0.4
Cc1noc(C)c1COc1ccc(C(=O)N2CCOCC2)cc1	101	-0.2
Cc1c(OCC(=O)NC2CCCC2)ccc2c1oc(=O)c1ccccc12	101	0
Cc1cc(=O)[nH]c(SC(C)C(=O)NC2CCCCC2)n1 (stereo unspecified)	99	-0.4
Brc1cccc(-c2cnn3c(-c4ccccc4)cc(-c4ccccc4)nc23)c1	112	0.3
COCCCNC(=O)Cn1c(=O)n(Cc2ccc(C(=O)NCc3ccc(C)cc3)cc2)c(=O)c2ccccc21	113	1.1
O=C(Cn1c(=O)n(-c2ccccc2)c(=O)c2sc3ccccc3c21)N1CCCC1	109	1.6
CCN(Cc1ccccc1)c1sc(S(=O)(=O)CC)nc1S(=O)(=O)c1ccc(C)cc1	102	-0.7
COc1ccccc1CNc1nc(-c2cc(C)n(C)c2C)cs1	104	0.1
CCN(CC)c1ccc(C2C(C(N)=O)=C(C)Nc3nc(SCc4ccccc4)nn32)cc1 (stereo unspecified)	108	0.9
CCNc1nc(-c2cccc(C(F)(F)F)c2)cs1	105	0.5
Nc1c(C(=O)Nc2cccc(F)c2)nnn1-c1cccc(C(F)(F)F)c1	106	-0.1
CC(=O)Nn1cnc2ccccc21	102	0.1
COc1ccc(NC(=O)CN2C(=O)CC(c3ccco3)Sc3ccccc32)cc1OC (stereo unspecified)	107	0.6
CSc1ccc2nnc(-c3ccc(F)cc3)n2n1	103	0.4
FC(F)Oc1ccc(Cl)cc1COc1ncnc2ccccc12	97	-0.7
Cc1ccc(C)n1Cc1ccco1	99	-1.3
CC(C)(C)n1nc(C2CC2)cc1NC(=O)Nc1ccccc1	105	0
O=C(Cn1c(=O)n(-c2ccc(Cl)cc2)c(=O)c2c3c(sc21)CCC3)c1ccc(F)cc1	106	0.1
Cc1cccc(NC(=O)Cn2c(=O)n3nc(CCn4nc(C)cc4C)nc3c3ccccc32)c1	101	0.2
COc1ccc(N2CC(NC(=O)c3ccc(S(=O)(=O)N4CCCCC4)cc3)CC2=O)cc1 (stereo unspecified)	103	-0.9
C(#Cc1ccccc1)CN1CCCCC1	105	1
C=C(C)C(=O)Nc1ccc2c(c1)C(=O)NC2=O	105	0.7
COCC(C)n1c(SC(C)C(=O)NC2(C#N)CCCCC2)nc2ccccc2c1=O (stereo unspecified)	100	-0.4
NC(=O)/C=C/C(=O)NCc1ccccc1	98	-0.7
Cn1nc(-c2ccc3c(c2)OCCO3)c2ccccc2c1=O	97	-0.8
CC(=O)c1ccc(N2CCN(c3ncnc4c3c(-c3ccccc3)cn4-c3ccc(C)c(Cl)c3)CC2)cc1	109	0.3
COc1ccc(-c2nc(CN3CCC(C(=O)NC4CCN(Cc5ccccc5)CC4)CC3)c(C)o2)cc1OC	101	0.1
CCOc1ccc(OCC)c(S(=O)(=O)n2cccn2)c1	102	-0.1
COc1ccc(Cl)cc1NC(=O)Cn1c(=O)n(Cc2cccs2)c(=O)c2cccnc21	105	0.3
CCOC(=O)c1sc(NC(=O)C2c3ccccc3Oc3ccccc32)c(C(=O)OCC)c1C	100	-1.4
CCOC(=O)c1c(CSCCN(CC)CC)oc2ccc(OC)cc12	102	0.1
Cc1ccc(C)c(CNC(=O)c2sc3ncnc(N(C)C4CCCCC4)c3c2C)c1	97	-2.3
COC(=O)c1ccc(-n2c(C)cc(C(=O)CSc3ncnc4sc5c(c34)CCC5)c2C)cc1	102	0.1
CC(=O)NC(=O)CCSc1ccccc1C(=O)NC(C)=O	102	0.2
O=C(CS(=O)(=O)Cc1ccccc1)Nc1ccc2c(c1)OCCO2	101	-0.4
CCc1ccc(NC(=O)c2cc(S(=O)(=O)N3CCCC3)c[nH]2)cc1	103	0.1
COc1ccc(Cl)cc1NC1=NC2CS(=O)(=O)CC2S1 (stereo unspecified)	99	-1.2
CCN(CC)C(=O)Cn1c(=O)n(CCCCCC(=O)NCc2ccccc2Cl)c(=O)c2sccc21	108	0.4
NC(N)=NS(=O)(=O)c1ccc(N=Cc2ccccc2O)cc1	111	0.9
Cc1nc(Nc2nc3ccccc3o2)nc(-c2ccc(Cl)cc2)c1C#N	102	0.1
N#CC(C#N)=C1CCCCCN1	101	0
CNC(=O)CSc1cn(CC(=O)N2CCCCCC2)c2ccccc12	110	-0.5
CC1=C(C(=O)OC(C)C(C)(C)C)C(c2cccc(Br)c2)NC(=O)N1 (stereo unspecified)	100	-0.4
CCOC(=O)Cn1c(=O)n(CC2CCCO2)c2nc(-c3c(F)cccc3Cl)nc(C(N)=O)c21 (stereo unspecified)	109	0.4
Cc1cccc(OCc2nnc(SCC(=O)c3ccc4c(c3)NC(=O)CO4)o2)c1	105	0.5
Cc1ccc(-c2nc(NC(=O)CSc3ccc4ccccc4n3)ns2)cc1	104	-0.1
COC(=O)c1sccc1NC(=O)CC(=O)C(F)(F)F	104	0.6
O=C(NC1=NCCCCC1)c1ccccc1	100	-0.7
COc1cccc(C2CC(C(F)(F)F)n3ncc(C(=O)N4CCCCC4)c3N2)c1 (stereo unspecified)	102	0.4
CN(CC(=O)N(C1CCCCC1)C1CCS(=O)(=O)C1)Cc1nc2ccccc2c(=O)[nH]1 (stereo unspecified)	104	0.3
COc1cc(C(=O)OC(C)CN2C(C)CCCC2C)cc(OC)c1OC (stereo unspecified)	103	0.4

An excerpt of these results, with two lines to a compound.
Sequence of screens – PV pol inh | PV pol inh FP z-score
CCOC(=O)Cn1c(=O)n(CC2CCCO2)c2nc(-c3c(F)cccc3Cl)nc(C(N)=O)c21 (stereo unspecified)
 : 109 | 0.4
Cc1ccc(-c2nc(NC(=O)CSc3ccc4ccccc4n3)ns2)cc1
 : 104 | -0.1
CN(CC(=O)N(C1CCCCC1)C1CCS(=O)(=O)C1)Cc1nc2ccccc2c(=O)[nH]1 (stereo unspecified)
 : 104 | 0.3
COc1cccc(C2CC(C(F)(F)F)n3ncc(C(=O)N4CCCCC4)c3N2)c1 (stereo unspecified)
 : 102 | 0.4
COc1cc(C(=O)OC(C)CN2C(C)CCCC2C)cc(OC)c1OC (stereo unspecified)
 : 103 | 0.4
